Assay outcomes: PubChem, Sanford-Burnham Center for Chemical Genomics
MPTP block – blocks calcium-induced mitochondrial swelling | isolated mouse mitochondria, Ca2+ swelling absorbance, 30 min | inhibition, % at 10 µM | 1.4% of 360,000 active | AID 602449;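 active = inhibition of 50% or more, scaled per plate between neutral and stimulator controls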;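 note: 0% = DMSO wells given calcium and 100% = 1 mM EGTA wells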
Gli-Sufu antag – blocks Gli-Sufu signaling in a luciferase reporter; 0.74% of 340,000 active; Sufu-KO-LIGHT fibroblasts, Gli luciferase reporter luminescence; inhibition, % at 5 µM;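 active = inhibition above about 55%, limit read from the data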;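 note: 0% = DMSO-treated cells and 100% = wells with medium but no cells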
CXCR6 inh – CXCR6 (human) receptor inhibition | 0.36% of 360,000 active | CHO-K1 PathHunter CXCR6 beta-arrestin, luminescence | inhibition, % at 20 µM | AID 602244; in the data active = inhibition above about 34%, passing the limit was not always enough;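 note: antagonist mode with CXCL16 agonist at 10 nM final; 0% = 10 nM CXCL16 with DMSO and 100% = unstimulated wells without agonist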
Target sequence (O00574 whole entry, looked up): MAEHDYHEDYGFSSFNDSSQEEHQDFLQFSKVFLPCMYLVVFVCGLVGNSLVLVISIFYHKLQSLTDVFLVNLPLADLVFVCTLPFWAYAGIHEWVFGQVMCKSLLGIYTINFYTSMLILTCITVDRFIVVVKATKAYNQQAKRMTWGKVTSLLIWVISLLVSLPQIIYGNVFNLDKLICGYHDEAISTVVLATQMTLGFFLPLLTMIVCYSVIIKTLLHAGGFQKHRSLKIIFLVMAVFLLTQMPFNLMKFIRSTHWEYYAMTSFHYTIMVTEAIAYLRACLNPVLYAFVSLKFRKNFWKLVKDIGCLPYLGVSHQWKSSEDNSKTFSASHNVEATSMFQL
A3A deaminase – blocks human APOBEC3A ssDNA deamination; recombinant A3A, FAM/TAMRA ssDNA deamination fluorescence; inhibition, % at 20 µM; 0.41% of 330,000 active;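 active = at least 40% inhibition at 20 µM here, with at most 30% in a related deaminase screen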;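 note: plate controls were A3A with DMSO for no effect and wells lacking A3A enzyme for full effect; some results filed as inactive read as strong as hits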
Target sequence (P31941 whole entry, looked up): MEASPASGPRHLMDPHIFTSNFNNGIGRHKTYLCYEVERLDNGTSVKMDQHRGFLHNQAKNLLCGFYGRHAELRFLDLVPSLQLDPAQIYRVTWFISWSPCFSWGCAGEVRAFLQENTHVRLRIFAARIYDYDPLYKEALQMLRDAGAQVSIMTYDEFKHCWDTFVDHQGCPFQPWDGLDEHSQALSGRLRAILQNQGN
NR3A LBD binder – NR3A (human) ligand-binding domain modulation. 2.5% of 340,000 active. Tm shift relative to glycine control, % at 25 µM. NR3A LBD differential scanning fluorimetry, Tm shift; 0% = protein alone, 100% = glycine-bound protein;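 active = melting temperature shift of at least 10% of the positive control shift, at one fixed dose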
CCR6 antagonist – CCR6 (human) receptor antagonism. CHO-K1 CCR6 PathHunter beta-arrestin, luminescence, CCL20-stimulated. inhibition, % at 20 µM. P51684. AID 493098. 0.49% of 340,000 active;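 active = compounds whose inhibition of the agonist-driven luminescence signal at 20 µM reaches about 50%, limit read from the data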;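 note: cells stimulated with CCL20 at 14 nM final; plate controls were DMSO with CCL20 for no effect and DMSO without agonist for full effect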
A3G deaminase – APOBEC3G (human) deaminase inhibition. Q9HC16. recombinant A3G, ssDNA deamination FAM/TAMRA fluorescence. inhibition, % at 20 µM. 0.28% of 330,000 active;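 active = inhibition of at least 40% at 20 µM, with no more than 30% in the related APOBEC3A deaminase screen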;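 note: plate controls were DMSO wells with A3G for no effect and wells lacking A3G enzyme for full effect; some compounds called inactive have numbers as strong as hits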
Target sequence (Q9HC16 whole entry, looked up): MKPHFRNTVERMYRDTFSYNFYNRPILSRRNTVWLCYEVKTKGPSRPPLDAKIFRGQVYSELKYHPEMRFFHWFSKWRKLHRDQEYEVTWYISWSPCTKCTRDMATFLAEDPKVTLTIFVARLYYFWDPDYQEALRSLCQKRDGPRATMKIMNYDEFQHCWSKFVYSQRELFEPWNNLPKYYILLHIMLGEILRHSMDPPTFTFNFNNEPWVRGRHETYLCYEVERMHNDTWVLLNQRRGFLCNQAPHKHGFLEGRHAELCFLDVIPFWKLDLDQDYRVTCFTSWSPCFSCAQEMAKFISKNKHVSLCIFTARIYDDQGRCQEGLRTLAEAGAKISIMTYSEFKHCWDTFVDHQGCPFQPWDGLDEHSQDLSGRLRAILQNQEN
EBI2 antag – EBI2 (human) antagonism. P32249. EBI2 beta-arrestin recruitment, luminescence, 7a,25-OHC stimulated. inhibition, % at 5 µM. 0.81% of 360,000 active; in the data active = inhibition above about 38%;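 note: enzyme fragment complementation signal reports receptor beta-arrestin coupling in cells; 0% = agonist plus DMSO wells and 100% = wells without agonist; some results beyond the cut were filed as inactive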
Active calls of the source: *; · = no result given.

SMILES	MPTP block	Gli-Sufu antag	CXCR6 inh	A3A deaminase	NR3A LBD binder	CCR6 antagonist	A3G deaminase	EBI2 antag
Cc1ccc(C(=O)NCC(=O)N(C)CC(=O)Nc2ccccc2Br)s1	0.5	1	-5	0	0	4	-2	10
COc1ccc(OC)c(NC(=O)CN2CCN(C(=O)c3ccco3)CC2)c1	15	-13	11	-5	0	6	-5	-8
COc1cc(/C=C/C(=O)O)cc(S(=O)(=O)N(CC(C)C)CC(C)C)c1OC	13	10	2	5	-1	-5	-5	0
Cc1cc(C)c2c(c1)c1nnc(SCCN3CCOCC3)nc1n2C	0.4	11	4	-3	0	10	-1	7
CCCCN(C)CC(O)Cn1cc(/C=C/C(=O)c2ccc(C)cc2)c2ccccc21 (centres undefined)	0.9	-11	-2	-2	-1	24	4	-22
COC(=O)c1ccccc1NC(=O)C1CCCO1 (centres undefined)	1.3	-7	5	3	1	3	-3	-15
O=C(COC(=O)[C@@H]1CCCN1C(=O)c1cccs1)Nc1cccc([N+](=O)[O-])c1	-1.6	-3	10	0	-1	14	-5	11
O=C(NCCc1ccc(Cl)cc1)C1=CC=CN2CCS(=O)(=O)N=C12	-1.7	4	-3	0	-1	-3	-8	-2
CC(=O)Nc1ccc(Nc2cc(-c3ccccc3)nc3ncnn23)cc1	-1.1	-2	-2	-3	-1	6	0	1
Cc1nc(Nc2ccc(Cl)c(Cl)c2)sc1C(=O)Nc1ccccc1	82*	20	-11	0	32*	-21	0	30
CCc1cccc(C)c1NC(=O)CNCc1ccccc1	0.0	8	-3	-2	7	-2	-6	1
CC(=O)c1cccc(NC(=O)CSC(=O)c2ccccc2)c1	0.5	-2	-3	2	3	9	-2	-11
C=CCn1c(=O)/c(=C/c2ccsc2)s/c1=C(\C#N)C(=O)NCCN1CCOCC1	0.1	8	5	·	-2	14	·	10
COC(=O)Cc1cc(=O)n2c(nc3ccccc32)[nH]1	0.3	35	-15	·	2	4	·	-2
CN1CCN(/N=C/c2ccc(-c3ccccc3)cc2)CC1	70*	-37	-1	-5	-1	7	-8	2
O=C(c1cccc(COc2ccc(Cl)cc2Cl)c1)N1CCN(c2ccccn2)CC1	3.1	-118	-12	-6	-30	13	-2	-9
O=C(O)c1ccc(NC(CSCc2cccc(F)c2)C(=O)O)c([N+](=O)[O-])c1 (centres undefined)	-1.5	-1	17	1	-11	15	0	9
Cc1ccc(N2C(=O)[C@@H]3C(c4cccnc4)=NO[C@@H]3C2=O)c(C)c1	6.4	8	-3	2	0	11	-4	3
CC(NC(=O)c1cc(-c2ccc(Br)cc2)on1)c1ccccc1 (centres undefined)	-0.6	-9	-2	1	0	-4	-4	1
COc1ccc2nc(NC(=O)Cn3cnc4c(=O)n(C)c(=O)n(C)c43)sc2c1	0.9	2	1	-4	4	8	-2	-1
N#Cc1cc2c(=O)n3ccccc3nc2n(CCCn2ccnc2)c1=N	-1.4	-1	12	-1	1	11	-6	2
Cc1ccc(C(c2nnnn2Cc2cccs2)N2CCN(Cc3ccc4c(c3)OCO4)CC2)cc1 (centres undefined)	0.7	-2	14	0	0	15	-1	14
CCN(CC)c1ccc(C=C2C(=O)OC(c3ccccc3)OC2=O)cc1 (centres undefined)	-2.6	-9	-3	23	32*	9	7	-2
O=C(Nc1nnc(COc2ccccc2)s1)c1ccco1	-1.0	-11	-3	-3	1	21	-2	-6
COc1ccc(N(CC(=O)Nc2cc(Cl)ccc2OC)S(=O)(=O)c2c(C)noc2C)cc1	4.8	2	7	-6	-8	0	-6	33

Profiles from above:
`COC(=O)c1ccccc1NC(=O)C1CCCO1` (centres undefined) as listed: MPTP block = 1.3; Gli-Sufu antag = -7; CXCR6 inh = 5; A3A deaminase = 3; NR3A LBD binder = 1; CCR6 antagonist = 3; A3G deaminase = -3; EBI2 antag = -15
`CCN(CC)c1ccc(C=C2C(=O)OC(c3ccccc3)OC2=O)cc1` (centres undefined) as listed: MPTP block = -2.6; Gli-Sufu antag = -9; CXCR6 inh = -3; A3A deaminase = 23; NR3A LBD binder = 32*; CCR6 antagonist = 9; A3G deaminase = 7; EBI2 antag = -2

The listing picks up, repeating the 2 entries before the break.
SMILES	MPTP block	Gli-Sufu antag	CXCR6 inh	A3A deaminase	NR3A LBD binder	CCR6 antagonist	A3G deaminase	EBI2 antag
O=C(Nc1nnc(COc2ccccc2)s1)c1ccco1	-1.0	-11	-3	-3	1	21	-2	-6
COc1ccc(N(CC(=O)Nc2cc(Cl)ccc2OC)S(=O)(=O)c2c(C)noc2C)cc1	4.8	2	7	-6	-8	0	-6	33
CN(CC(=O)NCCN1CCN(Cc2ccccc2)CC1)S(=O)(=O)c1cccc2nsnc12	0.0	5	-5	1	1	15	-3	9
O=C(c1ccc(S(=O)(=O)N2CCOCC2)cc1)N(c1ccc(F)cc1)C1C=CS(=O)(=O)C1 (centres undefined)	-0.5	3	-3	-1	·	2	-4	7
N#Cc1cc2c(cc1NC(=O)CCn1cnnn1)OCO2	-0.1	-25	-6	-5	-3	6	-6	-1
Oc1cccc(NC(=S)Nc2ccc(SC(F)F)cc2)c1	91*	-9	-10	0	16*	10	-4	4
CCOC(=O)N1CCN(C(=O)CSc2nnc(-c3cc(OC)cc(OC)c3)o2)CC1	-1.7	2	0	-3	11*	-3	-8	4
COc1cccc(N2CCN(S(=O)(=O)c3ccc(-c4cnc(C5CC5)o4)cc3)CC2)c1	0.5	8	-16	0	3	3	-3	12
COC(=O)c1ccc(NC(=O)C(=O)c2c[nH]c3ccccc23)cc1	0.4	-29	4	-5	-1	12	-9	-7
COc1ccc(CNC(=S)NCc2ccc(F)cc2)cc1OC	-0.3	6	11	-2	-1	2	-8	-2
O=C(/C=C/c1ccccc1Cl)c1cccnc1	-0.6	25	2	0	0	5	2	-6
CCc1cccc(NC(=O)CN(C)S(=O)(=O)c2cccc3cccnc23)c1	0.6	-2	3	3	-3	15	-1	1
Cn1cccc/c1=N\c1cccc[n+]1C	0.0	47	0	49*	2	2	24	-16
COc1ccc(OC)c(NC(=O)C2CC(C)=C(C)CC2C(=O)O)c1 (centres undefined)	-0.6	3	0	-2	1	-2	-1	-11
COc1cccc2sc(N(C)c3ccccc3)nc12	0.5	-138	2	-4	-1	2	-4	-3
O=C1CCCN1CCC(=O)N1CCCC(Nc2ccc(F)cc2)C1 (centres undefined)	-0.7	14	-4	-3	1	6	-6	-12
Cn1c(=O)cc(N2CCN(C(=O)c3ccco3)CC2)[nH]c1=O	-3.5	3	-4	-4	-4	1	-4	1
O=C(O)c1ccc(C2SCC(=O)N2Cc2ccco2)cc1 (centres undefined)	-0.2	22	-6	-1	0	-13	-5	-5
COc1ccccc1OCCn1c(=S)[nH]c2ccccc21	-1.5	-8	6	-5	2	-2	-2	18
CCOC(=O)c1c(NC(=O)C2CC=CCC2C(=O)O)sc(C)c1CC (centres undefined)	-1.2	-5	-8	2	-2	-1	-3	-11
O=C(NCc1ccccc1)C1=C[C@H](C2CCCCC2)C[C@H](OCc2ccc(CO)cc2)O1	-1.6	-12	24	2	-6	31	-8	24
CC(C)c1nc2oc3c(N4CCNCC4)ncnc3c2c2c1CCC2	0.2	4	-1	·	1	11	·	1
Cc1cc(C(=O)NC2CCCc3c2cnn3-c2ccc(C)c(C)c2)nc(C)n1 (centres undefined)	0.5	16	13	2	-4	5	18	10
CCCC(C(=O)NC1CCCCC1)N(Cc1ccco1)C(=O)CNS(=O)(=O)c1ccccc1 (centres undefined)	-1.2	0	9	1	1	16	1	-11
O=S(=O)(NCCN1CCOCC1)c1ccc2c(c1)OCCO2	-1.9	7	2	-1	-2	7	-3	1
Cc1ccc(SCC(=O)NC(=O)NCc2ccco2)c(C)c1	5.8	-17	5	20	1	11	5	10
CC(O)CNc1nc2c(c(=O)n(Cc3ccc(Cl)c(Cl)c3)c(=O)n2C)n1C (centres undefined)	3.1	6	-5	-3	4	-1	-2	-1
(further entries)
SMILES	MPTP block	Gli-Sufu antag	CXCR6 inh	A3A deaminase	NR3A LBD binder	CCR6 antagonist	A3G deaminase	EBI2 antag
O=C(OCc1c(-c2ccccc2)ncc2ccccc12)c1cccs1	-1.3	26	19	-1	-7	18	-8	-18
NNC(=O)Cn1c(SCc2ccccc2)nc2ccccc21	-1.4	-6	-2	-5	1	8	-11	-4
Cc1cc(C(=O)COc2cccnc2[N+](=O)[O-])c(C)n1Cc1ccco1	10	11	2	6	1	17	-3	-7
Cc1nn(CC(=O)NCCCN2CCCC2=O)c(C)c1[N+](=O)[O-]	-0.3	-11	1	4	0	-2	1	-12
Cc1cc(-c2ccccc2)nc(SCc2ccc(C(=O)O)cc2)n1	-0.2	1	10	-3	1	14	-9	10
COc1cccc(N(C(=O)Cn2nnc(-c3ccc(C)o3)n2)C(C(=O)NC(C)(C)C)c2cccs2)c1 (centres undefined)	0.0	15	6	-5	-3	15	-6	9
CN(C(=O)COC(=O)c1ccccc1NCc1ccco1)c1c(N)n(Cc2ccccc2)c(=O)[nH]c1=O	-1.4	1	4	25	1	7	-6	12
COC(=O)c1ccc2c(=O)n(CC3CCCO3)c(SCC(=O)Nc3ccccc3OC)nc2c1 (centres undefined)	2.4	-23	9	4	2	12	-3	16
O=C(CCN1CCOCC1)Nc1c(-c2ccccc2)c2cc(Br)ccc2[nH]c1=O	0.8	1	5	-5	-1	11	-7	-11
O=C(CCCOc1ccc(Cl)cc1Cl)NCCc1ccccn1	-0.4	-6	-3	-1	-1	-1	1	-2
CCOc1ccc(C(=O)NCC(c2cccs2)N(C)C)cc1OCC (centres undefined)	0.2	17	-6	-5	0	-2	-10	3
O=C1COc2ccc(C(=O)COc3ccc([N+](=O)[O-])cc3)cc2N1	1.8	-7	1	7	-1	2	6	-11
CCc1c(C(=O)NNC(=S)NCc2ccccc2)csc1C	4.0	1	18	3	-3	24	2	7
CC1=NN(c2ccccc2)C(=O)/C1=C/c1cccc(C)c1	3.6	25	6	-3	·	11	-11	-9
COC(=O)c1cc(-c2ccc(Cl)cc2)n(-c2ccc(S(N)(=O)=O)cc2)n1	-1.1	9	3	0	-2	4	28	-5
Cc1noc(NS(=O)(=O)c2ccc(NC(=O)C(Cl)(Cl)Cl)cc2)c1C	-1.1	-4	-16	1	0	-14	4	2
COc1ccc(/C=C/C(=O)N(CCC(N)=O)c2ccccc2)cc1S(=O)(=O)N1CCOCC1	-2.5	-4	-14	41*	-1	1	-3	-10
CCOc1ccc(CC(=O)Nc2ccc(S(=O)(=O)N3CCCC3)cc2)cc1	0.5	-1	0	-2	0	11	-2	0
COC(=O)c1ccc(NS(=O)(=O)NC(=O)c2cn(C)c3ccccc23)cc1	-2.4	0	-1	-5	0	11	-8	-1
O=C(N1CCOCC1)n1cnc2ccccc21	0.2	-1	9	-2	0	8	-7	8
COc1ccccc1OCc1ccc(C(=O)NC2CCCCC2)o1	1.0	-2	0	-1	1	10	-9	-1
O=C1CC(Nc2ccc(N3CCOCC3)cc2)C(=O)N1c1ccccc1 (centres undefined)	-0.2	1	0	-4	0	-15	-9	-13
O=C(Nc1ccc2c(c1)OCO2)C(=O)c1c[nH]c2ccccc12	2.7	-177	5	-2	0	7	-2	2
COc1cc(O)cc2occ(-c3ccc(O)cc3)c(=O)c12	5.3	-5	6	-6	-2	0	-11	4
CS(=O)(=O)N(CC(=O)Nc1ccccc1Cl)c1ccc(Cl)cc1	-0.6	11	0	2	-1	18	-4	1
CCOc1ccc(/C=N/n2c(C3CCCCC3)n[nH]c2=S)cc1	-0.7	-2	6	-4	-1	15	-5	11
O=C(Nc1cccc(-c2nc3ncccc3o2)c1)c1ccccc1	-0.7	3	0	-6	-1	-13	-19	4
O=C(N/N=C/c1c(F)c(F)c(F)c(F)c1F)c1ccc(Cn2cc(Br)cn2)o1	4.1	-4	-13	0	-19	-21	1	-2
CCCC1(c2ccccc2)NC(=O)N(C/C=C/Cl)C1=O (centres undefined)	-0.2	0	7	-1	-1	8	-8	7
COc1ccc(C(=O)CCC(=O)Nc2cc(Cl)c(O)c(Cl)c2)cc1	-1.1	34	-9	3	0	1	1	-3
